# Bioassay records: PubChem, several laboratories
# IDE cell inh: inhibits human insulin-degrading enzyme in HEK cells; FAbetaB cleavage, fluorescence polarization; inhibition, % at 5.59 µM; 320,000 tested, 0.41% active; AID 434962;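 active = percent inhibition above the average of all tested compounds plus 3 SD, set per screening campaign, cut at about 16% in these data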;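 note: IDE supplied by intact live HEK cells; FP after avidin binding of uncleaved biotin substrate so inhibition keeps polarization high; 0% = DMSO wells and 100% = 60 µM reference IDE inhibitor Ii1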
# p-CIP stab down: lowers stability of the mouse p/CIP coactivator protein; Q05BA5; 290,000 tested, 0.01% active; decrease of EGFP signal, % at 10 µM; F442A p/CIP-EGFP cells, EGFP fluorescence, 16 h;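 active = EGFP signal decrease of at least 30% at 10 µM or well 3 SD below plate mean, unless failing retest; inactive = the rest, including hits failing retest or dose response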; note: some compounds called inactive have numbers as strong as hits; many of its hits are not listed in these tables
# Target sequence (Q05BA5 1-1403): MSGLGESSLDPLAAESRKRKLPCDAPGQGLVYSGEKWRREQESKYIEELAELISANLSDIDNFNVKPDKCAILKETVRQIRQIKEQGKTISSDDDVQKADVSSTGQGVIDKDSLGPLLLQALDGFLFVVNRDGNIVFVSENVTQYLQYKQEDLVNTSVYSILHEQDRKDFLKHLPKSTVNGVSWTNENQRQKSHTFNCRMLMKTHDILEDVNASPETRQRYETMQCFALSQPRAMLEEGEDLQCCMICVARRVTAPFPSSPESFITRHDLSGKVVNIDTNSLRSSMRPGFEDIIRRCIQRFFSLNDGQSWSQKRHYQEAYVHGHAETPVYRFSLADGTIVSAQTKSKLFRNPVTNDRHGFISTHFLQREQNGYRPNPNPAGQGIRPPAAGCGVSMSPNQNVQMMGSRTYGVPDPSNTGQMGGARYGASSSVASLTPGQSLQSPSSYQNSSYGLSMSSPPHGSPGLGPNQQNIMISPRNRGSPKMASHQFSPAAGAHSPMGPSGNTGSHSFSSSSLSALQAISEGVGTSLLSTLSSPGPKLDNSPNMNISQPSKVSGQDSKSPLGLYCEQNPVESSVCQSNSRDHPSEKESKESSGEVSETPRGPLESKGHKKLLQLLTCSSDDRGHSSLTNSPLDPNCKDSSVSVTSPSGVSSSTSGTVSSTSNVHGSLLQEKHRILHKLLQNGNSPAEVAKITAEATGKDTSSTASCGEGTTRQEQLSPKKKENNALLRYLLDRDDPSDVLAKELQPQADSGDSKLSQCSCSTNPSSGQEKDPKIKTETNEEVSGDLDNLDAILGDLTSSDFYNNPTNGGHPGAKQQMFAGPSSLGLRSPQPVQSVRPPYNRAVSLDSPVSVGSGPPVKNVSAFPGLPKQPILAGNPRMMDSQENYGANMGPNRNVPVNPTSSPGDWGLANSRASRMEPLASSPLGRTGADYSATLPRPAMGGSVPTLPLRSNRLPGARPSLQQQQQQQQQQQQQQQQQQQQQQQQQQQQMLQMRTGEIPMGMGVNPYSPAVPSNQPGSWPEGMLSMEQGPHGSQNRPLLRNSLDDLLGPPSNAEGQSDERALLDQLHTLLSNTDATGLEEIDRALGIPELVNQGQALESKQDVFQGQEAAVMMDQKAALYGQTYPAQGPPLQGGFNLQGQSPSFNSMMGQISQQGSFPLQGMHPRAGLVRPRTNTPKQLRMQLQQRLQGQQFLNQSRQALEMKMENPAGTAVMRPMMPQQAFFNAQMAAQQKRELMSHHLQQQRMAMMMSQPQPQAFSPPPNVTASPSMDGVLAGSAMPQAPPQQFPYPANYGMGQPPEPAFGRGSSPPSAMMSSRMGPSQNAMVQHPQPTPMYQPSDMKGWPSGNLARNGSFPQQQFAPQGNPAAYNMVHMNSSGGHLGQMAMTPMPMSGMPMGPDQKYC
# HCV NS3 hel inh: inhibitors of Hepatitis C virus NS3 helicase | AID 1800 | inhibition, % at 10.9 µM | 290,000 tested, 0.56% active | NS3 helicase DNA unwinding, Cy5 molecular beacon fluorescence;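 active = inhibition above the mean of all tested compounds plus 3 SD, set per campaign, cut at about 35% in these data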;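 note: 0% = DMSO wells and 100% = thioflavine S control wells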
#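 System: NS3 helicase fragment of HCV / Schedule: 1 h at 25 °C / Control set: DMSO alone as 0% and 110 µM thioflavine S as 100% / Reagent: Cy5/quencher beacon DNA duplex and ATP to start / Technique: Cy5 fluorescence / Replication: singlicate / Evaluation: % inhibition of end-to-start signal ratio versus controls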
# VIM-2 inhibitor: blocks Pseudomonas aeruginosa VIM-2 metallo-beta-lactamase; purified VIM-2, nitrocefin hydrolysis, epi-absorbance fluorescence; inhibition, % at 5.6 µM; 290,000 tested, 0.89% active;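 active = inhibition above the mean of all tested compounds plus 3 SD, cutoff set per screening run, cut at about 7.5% in these data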;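 note: red hydrolysis product quenches plate fluorescence so inhibitors raise well fluorescence; 0% = enzyme with DMSO and 100% = DMSO without enzyme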
# IDE cell activ: boosts human insulin-degrading enzyme activity in HEK cells; P14735; FAbeta-B cleavage, fluorescence polarization; 0% vehicle, 100% cell-free pure enzyme wells; activation, % at 5.96 µM; 340,000 tested, 0.073% active;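 active = activation above the mean of all tested compounds plus 3 SD, set per screening campaign, cut at about 17% in these data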
# M18AAP inhibitor: PfM18AAP enzyme inhibition; recombinant PfM18AAP, H-Glu-NHMec fluorogenic cleavage; inhibition, % at 7.35 µM; 290,000 tested, 1.2% active;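 active = inhibition above the campaign mean inhibition over all tested compounds plus 3 SD, cut at about 28% in these data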;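 note: 0% = plate median of test compound wells and 100% = 2 mM ZnCl2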
# FID counter: displaces DNA intercalator in HCV helicase counter-screen. inhibition, % at 7.9 µM. DNA fluorescent intercalator displacement, fluorescence. 290,000 tested, 0.17% active; in the data active = inhibition above about 37%;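 note: 0% = vehicle and 100% = reference compound; higher means more ethidium bromide displaced from hairpin DNA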
# IMP-1 inh: inhibitors of Pseudomonas aeruginosa IMP-1 metallo-beta-lactamase. purified IMP-1, nitrocefin hydrolysis, epi-absorbance fluorescence. inhibition, % at 5.6 µM. 290,000 tested, 0.45% active;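 active = inhibition above the mean plus 3 SD of all compounds in the same screening run, cut at about 4.5% in these data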;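 note: 0% = IMP-1 with DMSO and 100% = DMSO wells lacking enzyme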
#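 Assay system: purified recombinant IMP-1 beta-lactamase. Input: IMP-1 0.2 nM before substrate addition. Buffer or medium: Zinc- and detergent-supplemented HEPES buffer, pH 7.1. Schedule: 25 °C, 15 min preincubation, 25 min reaction. Signal: Epi-absorbance fluorescence, 480 nm excitation, 530 nm emission. Evaluation: percent inhibition from optical density relative to buffer-blank wells.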
# UBC9 SUMO inh: blocks human SUMOylation mediated by UBC9; HTRF SUMOylation assay, SAE1/SAE2 + UBC9, in vitro; inhibition, % at 35 µM; 290,000 tested, 0.36% active; in the data active = inhibition above about 50%, passing the limit was not always enough; note: strong numbers were not always called active
# The depositor's hits bear a star; / = not tested or not shown.
SMILES,IDE cell inh,p-CIP stab down,HCV NS3 hel inh,VIM-2 inhibitor,IDE cell activ,M18AAP inhibitor,FID counter,IMP-1 inh,UBC9 SUMO inh
COc1ccc(N2C(=O)C3ON(C4SC(=S)N(C)C4(C)C)C(c4ccc(Cl)cc4)C3C2=O)cc1 (stereo unspecified),1,2,-2,-3.7,5,-3,-3,-3.1,-15
COc1ccc(N2CCC(CNC(=O)Nc3ccc(OC)cc3OC)C2)cc1 (stereo unspecified),7,-3,2,-2.7,1,17,-5,-1.2,-24
COc1cccc(Nc2nc(=O)[nH]nc2C)c1,5,-7,-5,0.8,-2,2,-4,-2.1,2
COc1cc(/C=C/C(=O)Nc2ccc(C(C)=O)cc2)cc(OC)c1OC,-4,-7,20,4.2,5,-1,-20,-0.2,9
CCOC(=O)c1c(-c2ccccc2)csc1NC(=S)N(CC)CC,/,-8,-9,-3.7,4,-2,2,-2.2,-18
O=C(O)CCC(=O)N1N=C(c2ccco2)CC1c1cccs1 (stereo unspecified),3,-4,4,-0.1,0,2,-6,2.4,23
OC(CNC1CCCc2ccccc21)COc1ccc2ccccc2c1 (stereo unspecified),-2,0,-81,-1.1,5,0,19,-0.5,-6
O=C(Cc1ccccc1)c1c[nH]c(C(=O)NCc2ccncc2)c1,-1,-9,3,-5.5,11,-7,0,-4.7,15
COC(=O)c1[nH]c2cccc(OC)c2c1NC(=O)CCN1CCN(c2ccccc2F)CC1,/,-1,-2,-0.7,/,-14,-8,-2.6,26
COc1ccc(-c2nnc(SCc3ccccc3F)o2)cc1OC,8,-1,2,-2.7,3,3,-19,-3.5,4
O=[N+]([O-])c1cccc(S(=O)(=O)N2CCCCC2c2cccnc2)c1 (stereo unspecified),-3,-5,-4,-2.9,3,2,-8,-3.0,8
Cc1ccc(OCCCC(=O)Nc2ccc(S(=O)(=O)Nc3cc(C)on3)cc2)cc1,5,8,2,-3.3,3,1,-41,-2.9,17
C/C(=N/NC(=O)c1ccc(Br)o1)c1ccc(C)o1,3,9,-9,-1.2,-2,3,-3,-3.0,-7
CC(C)NS(=O)(=O)c1ccc(OCC(=O)NCC2CCCO2)c(Cl)c1 (stereo unspecified),-3,0,2,-2.1,5,6,-10,-0.3,4
CCOc1ccc(NS(=O)(=O)c2ccc3c(c2)N(C(C)=O)CC3)cc1,5,-14,1,-4.2,5,0,6,-0.3,7
COc1cc(/C=N/NC(=O)c2ccc(O)cc2)ccc1Oc1ccc([N+](=O)[O-])cn1,0,-11,10,-1.7,0,2,-4,-2.1,19
COc1ccccc1NC(=O)c1sc2ncn(Cc3cccc(C)c3)c(=O)c2c1C,4,-7,8,0.3,-1,0,-4,-2.5,22
NS(=O)(=O)c1cccc(NC(=S)NC(=O)C23CC4CC(CC(C4)C2)C3)c1,3,-4,10,-4.2,4,7,4,-2.2,-3
COCCn1c(SCC(=O)Nc2nc3ccccc3s2)nnc1-c1ccoc1C,2,/,-4,0.3,4,6,-30,-8.6,/
O=C(c1cc(-c2cccs2)on1)N1CCN(c2ccc(F)cc2)CC1,-3,-14,2,0.2,2,8,-6,0.8,25
CN1CCOC(=O)/C1=N/Nc1cc(Cl)ccc1Cl,5,9,-13,-1.3,2,1,2,-3.5,3
Cc1cccc2c(CCNC(=O)c3ccc([N+](=O)[O-])cc3)c[nH]c12,-1,6,-4,0.2,4,1,9,-2.5,-6
Cc1nc(N2CCCC2C(=O)O)c2oc3ccccc3c2n1 (stereo unspecified),5,-1,-1,-0.5,3,2,0,-0.2,-1
COCCn1c(=O)[nH]c2cc(C(=O)N3CCN(c4cccc(Cl)c4)CC3)ccc2c1=O,6,-13,-4,0.7,-3,0,-48,2.8,-12
COc1ccccc1N1CCN(C2CCCN(C(=O)CCc3c(C)noc3C)C2)CC1 (stereo unspecified),-1,-10,2,1.7,6,-4,-11,2.4,-4

# (continued)
SMILES,IDE cell inh,p-CIP stab down,HCV NS3 hel inh,VIM-2 inhibitor,IDE cell activ,M18AAP inhibitor,FID counter,IMP-1 inh,UBC9 SUMO inh
COc1ccc(S(=O)(=O)n2[nH]c(=O)c(CCO)c2C)cc1,1,-3,-2,0.5,3,5,-5,-1.0,2
CCOc1cc(/C=N/NC(=O)c2cc(-c3ccccc3)nc3ccccc23)ccc1O,9,-5,2,-5.5,4,7,-17,-4.8,-20
CCOCCCn1c(=S)[nH]c2cc(C(=O)N3CCC(C(N)=O)(N4CCCCC4)CC3)ccc2c1=O,0,0,-12,-3.0,3,6,-31,-2.8,7
CC(=O)Oc1ccc2c(C)cc(=O)[nH]c2c1,3,-12,1,-1.3,2,1,-2,-3.4,33
CN1CCCC2(CCCN(Cc3nc(Cc4cccc(C(F)(F)F)c4)no3)C2)C1 (stereo unspecified),-7,-18,-2,-3.1,2,-2,15,-2.2,-44
CC(=O)NCc1cn2c(C)csc2n1,3,-13,-3,1.4,6,4,0,-3.0,10
C/C(=N\NC(=O)c1cc(-c2cccc(OC(C)C)c2)nc2ccccc12)c1cccnc1,/,-6,-6,-4.2,-3,2,-28,-3.0,0
CCC1CCc2c(n(C)c3ccccc3c2=O)O1 (stereo unspecified),2,2,10,0.2,6,-18,-6,-1.9,5
CN(CC(=O)Nc1ccccc1Br)C(=O)CCC1CCCC1,-2,-12,-2,-1.1,4,-17,-32,-1.5,12
COc1cccc(-c2cc(C(=O)N3CCOCC3)no2)c1,-3,-4,5,-0.6,1,1,-14,-0.4,-8
COc1ccc(CNCC(=O)Nc2cc(C)nn2-c2nc(C)cc(C)n2)cc1OC,7,14,3,-0.4,/,-6,-8,-3.7,-5
COc1ccc(OCC(N)=O)cc1,2,9,3,0.4,3,-2,2,-0.2,-1
COc1ccccc1N1CCN(S(=O)(=O)c2ccc3c(c2)NC(=O)C(C)S3)CC1 (stereo unspecified),4,-3,-16,-2.6,5,5,-44,-3.4,-6
COc1cc2c(cc1OC)C(C)N(S(=O)(=O)c1cnc(Cl)c(Cl)c1)CC2 (stereo unspecified),8,-16,4,-3.3,3,-2,-34,-6.0,-5
O=C(NC1CC1)C1=C[C@@H](c2ccc3c(c2)OCO3)C[C@@H](OCc2ccc(CO)cc2)O1,5,-3,5,-1.5,-2,5,-27,-1.5,1
Cc1ccc(Sc2ccc(NC(=O)CCl)cc2)c(C)c1,0,-18,-14,1.0,/,0,-2,-1.1,-18
O=C(Nc1nc(-c2cc(Cl)sc2Cl)cs1)c1ccccc1,-2,3,-3,1.7,-2,-15,1,-2.3,1
CCc1ccc(Nc2n[n+](-c3ccccc3)c(-c3c(Cl)cccc3Cl)s2)cc1,0,-9,-94,0.0,4,-2,30,0.5,-11
COc1ccccc1-c1nnc(-c2ccc(N3CCOCC3)cc2)o1,-7,9,-1,-1.6,1,6,-35,-3.5,36
CC(=O)N(C)C1(c2nnnn2CCOC(=O)Nc2cccc3ccccc23)CCCC1,1,-14,-8,1.4,9,3,-15,-6.9,-5
Cc1cccc(NC(=S)NNC(=O)c2ccco2)c1,8,2,5,-1.5,6,9,-3,-2.9,-18
CCOC(=O)c1cc(C)sc1NC(=O)CSc1nnnn1C,5,29,-3,-2.5,2,2,-24,-3.1,-11
CC1(C)C2([N+](=O)[O-])CN(CCO)CC1([N+](=O)[O-])CN(CCO)C2,-5,-4,-3,-3.6,2,-5,-3,-1.6,8
Cc1cc(C(=O)NCc2csc(-c3ccccc3)n2)no1,11,-17,4,-2.5,-10,0,-11,-2.2,9
NC(=S)Nn1c(CCC(=O)O)ccc1-c1ccccc1,2,-4,9,-2.5,-3,7,-6,-4.1,25

# Additional results follow:
SMILES,IDE cell inh,p-CIP stab down,HCV NS3 hel inh,VIM-2 inhibitor,IDE cell activ,M18AAP inhibitor,FID counter,IMP-1 inh,UBC9 SUMO inh
NNC(=S)Nc1ccccc1Cl,-2,1,-4,4.9,1,11,-5,-3.3,19
CC(C)(C)NC(=O)NC(=O)CN1CCN(C(c2ccccc2)c2ccccc2)CC1,9,2,-3,-1.6,5,-16,-3,-1.1,-17
Fc1ccc(CSc2ccc3nnc(-c4cccs4)n3n2)cc1,5,1,-2,-1.5,1,1,-3,-0.8,-1
CCOc1cc(/C=N/NC(=O)CCn2nnc3ccccc32)ccc1O,2,-4,-12,1.0,0,6,-10,-1.0,7
CCOc1ccccc1-c1nc(-c2cc3ccc(C)cc3[nH]c2=O)no1,-3,-11,3,-2.1,2,3,-11,-0.9,-20
O=C(c1ccc(Cl)cc1)c1cnc(Nc2ccccc2)s1,6,-14,-6,-3.7,3,-4,-1,-1.5,32
O=C(CSc1nc(NS(=O)(=O)c2ccccc2)cc(=O)[nH]1)Nc1ccc(Cl)cc1,/,-14,8,-1.2,-6,5,6,1.6,22
Cc1ccc(Cl)c(NC(=O)COC(=O)c2ccccc2C(=O)c2ccc(Cl)c([N+](=O)[O-])c2)c1Cl,1,10,12,-1.0,3,8,-4,0.7,3
O=C(NC(=S)Nc1cccc(Cl)c1N1CCCCC1)c1cccs1,1,-3,17,-3.9,7,1,-5,-2.1,-20
CCOc1ccc(N2CC(C(=O)Nc3nnc(Cc4ccc(OC)c(OC)c4)s3)CC2=O)cc1 (stereo unspecified),4,-9,-10,-0.2,-3,0,-52,-3.4,-13
COc1ccc(S(=O)(=O)N2CCOC2CNC(=O)C(=O)NCc2ccco2)cc1OC (stereo unspecified),4,-6,12,-1.9,-3,-14,-9,-1.7,29
COc1ccccc1CNC(=O)Cn1cccc1,0,-14,-1,-1.9,1,0,-3,-0.2,4
Cn1c(Cc2ccccc2)nnc1SCC(=O)Nc1ccccc1,5,6,9,-2.6,3,1,-22,0.3,1
CN(CC(=O)NCc1ccccc1Cl)S(=O)(=O)c1ccc2c(c1)n(C)c(=O)c(=O)n2C,3,-4,2,-1.8,5,-4,-15,0.7,11
COc1ccc(S(=O)(=O)N[C@@H](Cc2ccccc2)C(=O)N2CC[C@@]3(O)CCCC[C@H]3C2)cc1,1,-3,-6,-3.2,2,-2,-31,-1.0,-12
COc1ccc(NS(=O)(=O)c2cc(N)ccc2N2CCOCC2)cc1,1,4,-1,-3.1,-1,17,-4,-2.5,-5
Cc1ccc(-n2ncc3c2CC(C)(C)CC3NC(=O)CCc2cnn(C)c2)cc1 (stereo unspecified),3,1,3,-2.2,-4,-1,-39,-2.7,-11
CCCCCCC(O)(CCN1CCCCC1)c1ccccc1 (stereo unspecified),2,-9,-23,-2.5,5,-7,9,-1.9,11
CCOc1ccc(CN2CCN(Cc3[nH]c4ccccc4c3C)CC2CCO)cc1 (stereo unspecified),-1,-6,-65,-2.7,-3,11,17,-2.6,3

# Three compounds drawn at random from those above:
SMILES,IDE cell inh,p-CIP stab down,HCV NS3 hel inh,VIM-2 inhibitor,IDE cell activ,M18AAP inhibitor,FID counter,IMP-1 inh,UBC9 SUMO inh
Fc1ccc(CSc2ccc3nnc(-c4cccs4)n3n2)cc1,5,1,-2,-1.5,1,1,-3,-0.8,-1
Cc1ccc(-n2ncc3c2CC(C)(C)CC3NC(=O)CCc2cnn(C)c2)cc1 (stereo unspecified),3,1,3,-2.2,-4,-1,-39,-2.7,-11
COc1ccc(NS(=O)(=O)c2cc(N)ccc2N2CCOCC2)cc1,1,4,-1,-3.1,-1,17,-4,-2.5,-5
